Assay outcomes deposited in PubChem BioAssay by National Center for Advancing Translational Sciences (NCATS).
CCT modulator – modulators of cytosolic chaperonin (CCT/TRiC) activity; purified chaperonin ATPase assay, HTRF ADP detection, 30 min; activity change, % (test concentration not listed), hits read low; 360,000 compounds, 0.3% hits; in the data active means activity change below about -30%; further: on the % scale 0 is the no-effect control and ±100 the full control effect
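TRiC (40 or 20 nM final, by batch activity) in 30 mM Tris pH 7.4, 100 mM KCl, 5 mM MgCl2, 1 mM DTT was treated with compound at 76 uM single dose, then 10 uM ATP, 30 min at 37 °C. ADP was read by HTRF Transcreener.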
Akt phos inh – Akt phosphorylation inhibition | Neuro2A IGF-stimulated pAkt S473 HTRF, 20 min; hits give low values | activity change, % for hits at 50 µM | 360,000 compounds, 0.32% hits; in the data active means activity change below about -80%; inconclusive means mostly about -51% to -80%; further: on the % scale 0 is the no-effect control and ±100 the full control effect
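Single-point screen (50 µM final compound) in Neuro2A cells stimulated 20 min with 6 nM IGF at 37 deg C. After lysis, Ser473-phosphorylated Akt read by HTRF (ex 330 nm, em 615/665 nm) as the 665/615 ratio.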
D3 ag – activates the human D3 dopamine receptor; P35462; D3R DiscoveRx beta-arrestin cells, luminescence, 90 min; max activation, %; 410,000 compounds, 0.58% hits; in the data active means max activation above about 30%; further: 0% is about no effect; mostly tested at two doses, the higher about 12 µM
Target sequence (P35462 whole entry, looked up): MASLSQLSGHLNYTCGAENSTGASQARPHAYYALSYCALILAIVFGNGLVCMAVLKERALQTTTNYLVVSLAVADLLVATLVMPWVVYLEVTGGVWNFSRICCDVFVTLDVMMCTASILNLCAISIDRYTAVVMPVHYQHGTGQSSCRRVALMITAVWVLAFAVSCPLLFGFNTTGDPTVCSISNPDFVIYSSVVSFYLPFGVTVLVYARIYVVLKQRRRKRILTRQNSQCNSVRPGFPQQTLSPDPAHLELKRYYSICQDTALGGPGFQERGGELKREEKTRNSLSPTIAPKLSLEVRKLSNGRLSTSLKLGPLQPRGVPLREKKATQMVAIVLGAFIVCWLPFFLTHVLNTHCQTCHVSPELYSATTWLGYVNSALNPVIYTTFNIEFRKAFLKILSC
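Agonist mode: compounds and dopamine controls were applied to plated cells for 90 min at 37 degrees C after an overnight attachment at 1500 cells/well. Luminescent read-out followed 30 - 60 minutes at room temperature with DiscoveRx detection reagent.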
D3 antag – D3 dopamine receptor (human) antagonism; 360,000 compounds, 2.5% hits; P35462; max response, negative = inhibition, %; D3R cells, DiscoveRx beta-arrestin luminescence, antagonist mode; hits give low values; AID 652054; in the data active means max response below about -50%; inconclusive means no clear call, values can overlap the other calls; further: on the % scale 0 is the no-effect control and ±100 the full control effect; mostly tested at two doses, the higher about 12 µM
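Cells expressing the human receptor were seeded at 1500 cells/well, incubated overnight at 37 degrees C in 5% CO2, then exposed to library compounds with dopamine controls for 90 minutes at 37 degrees C before luminescent detection.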
EPAC2 antagonist – antagonists of human EPAC2; AID 720708; 360,000 compounds, 0.18% hits; EPAC2 GEF exchange of Rap1B-BODIPY-GDP, fluorescence; Potency, µM (top dose mostly 114 µM), inactives show at the highest dose activity, negative = inhibition, hits mostly inhibitors; further: potency means the concentration at half of the fitted maximal effect; on the % scale 0 is the no-effect control and ±100 the full control effect; nearly all actives have a fitted effect of over 45% in size; many of its hits are not listed in these tables
MmCpn inh – inhibitors of Methanococcus maripaludis chaperonin (MmCpn); Potency, µM (top dose mostly 76.9 µM), for the others: at the top dose activity, negative = inhibition, most hits filed as inhibitors; 330,000 compounds, 0.031% hits; purified Mm-Cpn ATPase, ADP Transcreener TR-FRET; further: potency means the concentration at half of the fitted maximal effect; on the % scale 0 is the no-effect control and ±100 the full control effect; nearly all actives have a fitted effect of over 80% in size
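Measured: ADP formation by purified Mm-CPN. Conditions: 25 nM protein, 10 uM ATP, Tris pH 7.4 with Mg2+, K+ and DTT, 37°C for 30 min. Detection: Transcreener HTRF after 30 min at room temperature.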
EPAC2 agonist – activates human EPAC2 exchange factor; EPAC2 activation, biochemical qHTS; response scale: 100% = 6.5 mM cAMP response; 360,000 compounds, 0.079% hits; Potency, µM (top dose mostly 154 µM), without a hit: at the highest dose activation, usual class: activators; further: potency means the concentration at half of the fitted maximal effect; nearly all actives have a fitted effect of over 50% in size
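Exchange assay: 100 nM EPAC2 with 250 nM Rap1B-BODIPY-GDP and 50 uM GDP. Fluorescence (ex 480/em 540 nm) read every 5 min for 30 min at room temperature. Data normalized to 6.5 mM cAMP as agonist control.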
PTHR1 ag – activates the human parathyroid hormone receptor PTHR1 | AID 743266 | 410,000 compounds, 0.075% hits | Q03431 | HEK293 GP2 PTHR1 cells, GloSensor cAMP luminescence, 1 h | Potency, µM (doses to about 115 µM), for the others: top-dose activation, usual class: activators; further: potency means the concentration at half of the fitted maximal effect; nearly all actives have a fitted effect of over 55% in size; some results filed as inactive show a strong effect at the top dose; inactives centre near -15; many of its hits are not listed in these tables
Target sequence (Q03431 whole entry, looked up): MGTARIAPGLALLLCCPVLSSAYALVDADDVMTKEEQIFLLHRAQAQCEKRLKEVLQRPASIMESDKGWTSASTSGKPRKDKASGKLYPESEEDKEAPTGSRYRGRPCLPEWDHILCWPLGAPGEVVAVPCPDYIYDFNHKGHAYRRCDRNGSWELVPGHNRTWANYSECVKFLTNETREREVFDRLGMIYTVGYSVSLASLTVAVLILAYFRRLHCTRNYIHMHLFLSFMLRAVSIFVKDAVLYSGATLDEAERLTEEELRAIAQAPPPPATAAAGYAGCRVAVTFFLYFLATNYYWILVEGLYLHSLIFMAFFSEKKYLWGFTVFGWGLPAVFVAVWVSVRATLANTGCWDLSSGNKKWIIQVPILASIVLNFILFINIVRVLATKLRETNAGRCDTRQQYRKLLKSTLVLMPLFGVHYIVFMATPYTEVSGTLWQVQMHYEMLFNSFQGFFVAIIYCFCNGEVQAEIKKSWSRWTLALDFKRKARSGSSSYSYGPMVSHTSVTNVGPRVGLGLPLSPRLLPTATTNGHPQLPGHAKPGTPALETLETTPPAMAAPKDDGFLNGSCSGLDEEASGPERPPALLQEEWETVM
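HEK-293-derived GP2 cells expressing PTHR1 and a GloSensor cAMP reporter, 3,000/well, plated overnight, given luciferin plus IBMX (each 0.5 mM as added) for 1 h at 37 °C, then compound for 1 h at 37 °C. Luminescence was read after 15 min at room temperature.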
An asterisk follows results filed as active; [ ] = dose if it differs, or a comment. Unless noted, the call rests on the fitted dose curve; in most records, active means well fitted curve in the direction sought with a large enough effect; inconclusive means small, poorly fitted or top-dose-only effect, or another doubt; inactive means no such curve, though single readings can be large; an effect the other way counts as inactive or inconclusive. This is a subset (hit frequency here may not be typical).

Screening Cc1noc(C)c1CSCC(=O)Nc1cc(S(=O)(=O)N2CCOCC2)ccc1OC(C)C returned CCT modulator -1.0, Akt phos inh inactive, D3 ag -10, D3 antag -19, EPAC2 antagonist 14%, MmCpn inh 1%, EPAC2 agonist -4% and PTHR1 ag inactive.
Screening CCOc1cccc(=O)c2c(C)n(-c3ccc(C(=O)O)cc3)c(C)c12 returned CCT modulator 1.3, Akt phos inh inactive, D3 ag -3, D3 antag -9, EPAC2 antagonist 0%, MmCpn inh -1%, EPAC2 agonist 4% and PTHR1 ag -22%.
For Cc1cc(C)c(S(=O)(=O)c2ccccc2)c(N(C)C)n1 the results were CCT modulator -1.5, Akt phos inh inactive, D3 ag 3, D3 antag -12, EPAC2 antagonist 1%, MmCpn inh -2%, EPAC2 agonist 8% and PTHR1 ag inactive.
`CN1CCN(c2ccc(S(=O)(=O)N3CCOCC3)cc2NC(=O)COc2ccc(F)cc2Cl)CC1` gave CCT modulator -1.3, Akt phos inh inactive, D3 ag -9, D3 antag 3, EPAC2 antagonist 0%, MmCpn inh 2%, EPAC2 agonist 2% and PTHR1 ag -18%.
For CCCCn1nc(C(=O)N[C@@H](CCSC)c2nc3ccccc3[nH]2)c2ccccc2c1=O the results were CCT modulator -2.5, Akt phos inh inactive, D3 ag -10, D3 antag -3, EPAC2 antagonist -10%, EPAC2 agonist 20% and PTHR1 ag -24%[57.5 µM].
O=C(O)c1cccc(S(=O)(=O)Nc2ccc3c(c2)CCC3)c1 was read as CCT modulator -0.5, Akt phos inh inactive, D3 ag 1, D3 antag 0, EPAC2 antagonist -7%, MmCpn inh 1%, EPAC2 agonist 11% and PTHR1 ag -20%.
For COC(=O)c1n[nH]n(-c2cc(Cl)cc(Cl)c2)c1=O the results were CCT modulator -2.4, Akt phos inh inactive, D3 ag -2, D3 antag 1, EPAC2 antagonist 6%, MmCpn inh -1%, EPAC2 agonist 3% and PTHR1 ag -2%.
For CCC(Oc1ccccc1OC)C(=O)Nc1ccc2c(c1)OCO2 (centres undefined) the results were CCT modulator 0.7, Akt phos inh inactive, D3 ag -3, D3 antag -18, EPAC2 antagonist -11%, MmCpn inh 2%, EPAC2 agonist 3% and PTHR1 ag -10%.
COc1ccc(NC(=O)CCOc2ccccc2)c(OC)c1 was read as CCT modulator -3.3, Akt phos inh inactive, D3 ag -9, D3 antag 16, EPAC2 antagonist 1%, MmCpn inh 0%, EPAC2 agonist -1% and PTHR1 ag -4%.
`CCCCCn1c(SCCC(C)C)nc2c1c(=O)[nH]c(=O)n2C` gave CCT modulator 0.7, Akt phos inh inactive, D3 ag 8, D3 antag 14, EPAC2 antagonist -4%, MmCpn inh -6%, EPAC2 agonist -17% and PTHR1 ag -15%.
Screening CCOC(=O)/C(=C\c1ccc(Cl)cc1)c1nc2sc(C)c(C)c2c(=O)[nH]1 returned CCT modulator -1.4, Akt phos inh inactive, D3 ag 1, D3 antag -63*, EPAC2 antagonist -1%, MmCpn inh -3%, EPAC2 agonist -14% and PTHR1 ag -20%.
COC(=O)CSc1nc(COc2ccccc2)nc2ccccc12 was read as CCT modulator -0.1, Akt phos inh inactive, D3 ag -3, D3 antag 38, EPAC2 antagonist inconclusive, MmCpn inh -4%, EPAC2 agonist 14% and PTHR1 ag inactive.
`Cc1cc(Cl)c(S(=O)(=O)Nc2ccon2)cc1OCC(=O)NC1CCCCC1` gave CCT modulator 0.0, Akt phos inh inactive, D3 ag 7, D3 antag 5, EPAC2 antagonist 3%, MmCpn inh -3%, EPAC2 agonist -1% and PTHR1 ag -1%.
For C=CCNC(=O)c1onc(CSc2ccc(Cl)cc2)c1C(=O)O the results were CCT modulator -0.9, Akt phos inh inactive, D3 ag 12, D3 antag -1, EPAC2 antagonist -12%, MmCpn inh 1%, EPAC2 agonist 0% and PTHR1 ag -5%.
`Cn1ncc2c(Nc3ccccc3Cl)nc(Cl)nc21` gave CCT modulator 0.2, Akt phos inh inactive, D3 ag 1, D3 antag 14, EPAC2 antagonist 2%, MmCpn inh 1%, EPAC2 agonist 3% and PTHR1 ag inactive.
Screening COC(=O)C(Cc1ccc(OC(=O)c2ccc(Cl)cc2)cc1)N1Cc2ccccc2C1=O (centres undefined) returned CCT modulator -0.7, Akt phos inh inactive, D3 ag 7, D3 antag -2, EPAC2 antagonist -1%, MmCpn inh 1%, EPAC2 agonist -4% and PTHR1 ag -25%.
Screening Cc1cccnc1Oc1ncccc1N returned CCT modulator 0.0, Akt phos inh inactive, D3 ag -1, D3 antag 11, EPAC2 antagonist 10%, EPAC2 agonist -2% and PTHR1 ag -17%.
O=C(NCc1cccc(C(F)(F)F)c1)c1cccc(S(=O)(=O)N2CCN(Cc3ccccc3)CC2)c1 was read as CCT modulator -1.3, Akt phos inh inactive, D3 ag -8, D3 antag -1, EPAC2 antagonist -8%, MmCpn inh 1%, EPAC2 agonist 1% and PTHR1 ag -21%.
Screening CCOC(=O)c1ccc(NC(=S)N2CCSC2c2ccc(Br)cc2)cc1 (centres undefined) returned CCT modulator 0.9, Akt phos inh inactive, D3 ag -7, D3 antag -21, EPAC2 antagonist -2%, MmCpn inh -8%, EPAC2 agonist 19% and PTHR1 ag inactive.
For CCC(=O)Nc1ccc(S(=O)(=O)N2CCc3ccccc3C2)cc1 the results were CCT modulator -2.8, Akt phos inh inactive, D3 ag -8, D3 antag -15, EPAC2 antagonist -12%, MmCpn inh 2%, EPAC2 agonist 26% and PTHR1 ag -9%.
For C/C(N)=C(/C#N)C(=O)CSc1nnc(-c2ccccc2Br)o1 the results were CCT modulator -20, Akt phos inh inconclusive, D3 ag 3, D3 antag -10, EPAC2 antagonist 0%, MmCpn inh 0%, EPAC2 agonist 10% and PTHR1 ag -10%.
`COc1ccc(NC(=O)NC2(C(=O)N3CCN(C)CC3)CCCCC2)cc1` gave CCT modulator 0.8, Akt phos inh inactive, D3 ag 3, D3 antag -6, EPAC2 antagonist 0%, MmCpn inh 0%, EPAC2 agonist 5% and PTHR1 ag -8%.
For COc1cccc(C(c2c(C)[nH]n(-c3ccccc3)c2=O)c2c(C)[nH]n(-c3ccccc3)c2=O)c1OC the results were CCT modulator -2.4, Akt phos inh inactive, D3 ag -7, D3 antag -12, EPAC2 antagonist -15%, MmCpn inh -1%, EPAC2 agonist 14% and PTHR1 ag inactive.
Screening O=c1c2ccccc2ncn1-c1cccc([N+](=O)[O-])c1 returned CCT modulator 1.7, Akt phos inh inactive, D3 ag -11, D3 antag 11, EPAC2 antagonist 9%, EPAC2 agonist 2% and PTHR1 ag inactive.
Screening CCOC(=O)C1CCCCN1Cc1ccc(F)c(Br)c1 (centres undefined) returned CCT modulator -6.3, Akt phos inh inactive, D3 ag -7, D3 antag 0, EPAC2 antagonist 1%, MmCpn inh -1%, EPAC2 agonist 12% and PTHR1 ag -46%[inhibitor].
Screening CC(C)NC(=O)CCS(=O)(=O)c1ccc(Br)s1 returned CCT modulator -0.8, Akt phos inh inactive, D3 ag -4, D3 antag 19, EPAC2 antagonist 4%, MmCpn inh -1%, EPAC2 agonist 12% and PTHR1 ag inactive.
O=C(Cc1cccc2ccccc12)NN1C(=O)/C(=C\c2cccnc2)SC1=S was read as CCT modulator -2.3, Akt phos inh inactive, D3 ag -15, D3 antag -25, EPAC2 antagonist -10%, MmCpn inh -1%, EPAC2 agonist -1% and PTHR1 ag inactive.
O=C(CSc1nc(O)cc(=O)n1-c1ccccc1)NC1CCCCC1 was read as CCT modulator -1.5, Akt phos inh inactive, D3 ag 1, D3 antag 3, EPAC2 antagonist -6%, MmCpn inh 0%, EPAC2 agonist 3% and PTHR1 ag inactive.
CC(C)CNC(=O)C(=O)NCCCN1CCOCC1 was read as CCT modulator -2.2, Akt phos inh inactive, D3 ag 4, D3 antag 0, EPAC2 antagonist 0%, MmCpn inh -3%, EPAC2 agonist 4% and PTHR1 ag inactive.
`COc1cccc(N2CCN(C(=S)Nc3ccccc3)CC2)c1` gave CCT modulator -2.6, Akt phos inh inactive, D3 ag 5, D3 antag 19, EPAC2 antagonist 7%, MmCpn inh 1%, EPAC2 agonist 1% and PTHR1 ag -15%.

Random excerpt: 3 records from the list, in no set order.
O=C(CSc1nc(O)cc(=O)n1-c1ccccc1)NC1CCCCC1 was read as CCT modulator -1.5, Akt phos inh inactive, D3 ag 1, D3 antag 3, EPAC2 antagonist -6%, MmCpn inh 0%, EPAC2 agonist 3% and PTHR1 ag inactive.
For COc1cccc(C(c2c(C)[nH]n(-c3ccccc3)c2=O)c2c(C)[nH]n(-c3ccccc3)c2=O)c1OC the results were CCT modulator -2.4, Akt phos inh inactive, D3 ag -7, D3 antag -12, EPAC2 antagonist -15%, MmCpn inh -1%, EPAC2 agonist 14% and PTHR1 ag inactive.
`COc1ccc(NC(=O)NC2(C(=O)N3CCN(C)CC3)CCCCC2)cc1` gave CCT modulator 0.8, Akt phos inh inactive, D3 ag 3, D3 antag -6, EPAC2 antagonist 0%, MmCpn inh 0%, EPAC2 agonist 5% and PTHR1 ag -8%.

(list continues)
`Nc1nc(CN2CCN(c3ccccc3F)CC2)nc(Nc2ccccc2)n1` gave CCT modulator -1.5, Akt phos inh inactive, D3 ag 2, D3 antag inconclusive, EPAC2 antagonist 3%, MmCpn inh 0%, EPAC2 agonist 7% and PTHR1 ag inactive.
`CCCCC(CCC(=O)Nc1ccn(-c2ccccc2)n1)C(=O)O` (centres undefined) gave CCT modulator -1.5, Akt phos inh inactive, D3 ag 4, D3 antag -14, EPAC2 antagonist -2%, MmCpn inh 2%, EPAC2 agonist 7% and PTHR1 ag -15%.
COc1ccc(CCN(C)c2ccc(S(=O)(=O)N3CCCC3)cn2)cc1OC was read as CCT modulator 1.7, Akt phos inh inactive, D3 ag -6, D3 antag -7, EPAC2 antagonist 10%, MmCpn inh -2%, EPAC2 agonist 12% and PTHR1 ag -69%[inhibitor].
For COc1ccc(S(=O)(=O)NCC2CCC(C(=O)O)CC2)cc1 (centres undefined) the results were CCT modulator -0.2, Akt phos inh inactive, D3 ag 6, D3 antag 11, EPAC2 antagonist 4%, MmCpn inh 1%, EPAC2 agonist 4% and PTHR1 ag -1%.
